Screening results from PubChem BioAssay.
CAL PDZ FP-1: inhibitors of human CAL PDZ peptide binding | inhibition, % at 20 µM | purified CAL PDZ, TMR-peptide fluorescence polarization, 1 h | 330,000 compounds, 0.02% hits | Q9HD26 | AID 504414;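 active means highest replicate inhibition of at least 40%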;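 further: plate controls were DMSO neutral control wells for no effect and unlabeled competitor peptide control wells for full effect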
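Material: tagged CAL PDZ protein CerCALP, purified; buffer or medium: sodium phosphate/NaCl buffer pH 7.4 with TCEP, IgG, Thesit; also added: fluorescent TMR peptide probe; schedule: 1 h incubation at room temperature before polarization reading; technique: fluorescence polarization from S- and P-plane intensities, G-factor corrected; control set: unlabelled peptide and DMSO controls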
NSD2 inh: blocks human histone methyltransferase NSD2 | O96028 | NSD2 peptide methylation, AlphaScreen, 120 min | inhibition, % at 12.5 µM | 310,000 compounds, 0.54% hits | AID 743445; in the data active means inhibition above about 50%
Arrestin-AP2 inh: human beta-arrestin and AP2 interaction inhibition; inhibition, % at 10 µM; 340,000 compounds, 0.31% hits; FITC-arrestin peptide / GST-AP2 beads, flow cytometry; AP2 beta2 appendage carries R879A mutation;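 active means inhibition above a set limit, near 3 SD of compounds lacking own fluorescence, cut at about 54% in these data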;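 further: plate controls were DMSO wells for no effect and 5 µM unlabelled arrestin peptide for full effect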
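System: GST-tagged AP2 beta2-adaptin appendage (R879A) on 4 µm glutathione beads / Reagent: FITC-arrestin peptide, 50 nM / Detection: HyperCyt-sampled flow cytometry, FL1 channel, ex 488/em 535 nm / Timing: 12 min plus 1 h, RT / Buffer or medium: PBS plus Tween 20 (0.05%) and BSA (0.1%)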
DSG3 Ab inh: blocks pemphigus antibody binding to human desmoglein-3 | P32926 | DSG3-coupled beads, scFv-anti-DSG3-GFP binding, flow cytometry; stronger effect = lower value | binding (percent of control), % at 10 µM | 310,000 compounds, 0.48% hits | AID 588358;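 active means binding more than 3 SD below its plate's average and above zero; inconclusive means below that plate limit but binding exactly zero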; further: some compounds called inactive have numbers as strong as hits
Keap1-Nrf2 PPI: Keap1-Nrf2 (human) interaction inhibition; inhibition, % at 9.4 µM; 340,000 compounds, 0.15% hits; Keap1 Kelch-Nrf2 peptide fluorescence polarization, 1536-well; in the data active means inhibition above about 12%; inconclusive means no clear call, values can overlap the other calls; inactive means below about 7.3%;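 further: human Keap1 Kelch domain with fluorescein labeled Nrf2 9mer peptide probe; 0% = neutral control wells and 100% = peptide positive control; higher means more block of Keap1 binding to Nrf2 peptide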
Target sequence (Q14145 whole entry, looked up, the tested form may be a part): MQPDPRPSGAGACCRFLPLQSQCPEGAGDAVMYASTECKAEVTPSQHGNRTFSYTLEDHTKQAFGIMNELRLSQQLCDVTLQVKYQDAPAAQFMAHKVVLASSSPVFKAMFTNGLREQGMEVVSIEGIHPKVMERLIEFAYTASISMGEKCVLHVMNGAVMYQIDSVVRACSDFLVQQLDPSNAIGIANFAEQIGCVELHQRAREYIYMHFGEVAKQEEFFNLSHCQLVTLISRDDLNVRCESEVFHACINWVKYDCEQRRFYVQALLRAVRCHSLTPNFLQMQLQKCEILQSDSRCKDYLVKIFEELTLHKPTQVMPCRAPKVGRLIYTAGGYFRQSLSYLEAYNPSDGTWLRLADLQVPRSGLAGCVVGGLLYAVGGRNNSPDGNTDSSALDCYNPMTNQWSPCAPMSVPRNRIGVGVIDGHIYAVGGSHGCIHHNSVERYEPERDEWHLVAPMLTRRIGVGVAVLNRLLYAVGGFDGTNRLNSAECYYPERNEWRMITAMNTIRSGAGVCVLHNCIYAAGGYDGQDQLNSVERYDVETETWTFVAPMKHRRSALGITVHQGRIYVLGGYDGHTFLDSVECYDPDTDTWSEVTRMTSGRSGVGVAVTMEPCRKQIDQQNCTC
RTF Ca sens inh: cardiac RTF calcium desensitization. inhibition, % at 7.15 µM. P19429+P45379. IANBD-labeled cardiac RTF, Ca2+ fluorescence. 340,000 compounds, 0.12% hits;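 active means inhibition above the mean inhibition of all tested compounds plus 3 SD, cut at about 17% in these data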;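 further: assay run at fixed EC70 calcium of 1.6 mM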
LANA DNA inh: KSHV C-LANA DNA binding inhibition; 340,000 compounds, 0.078% hits; MBP-C-LANA/FAM-LBS DNA binding, fluorescence polarization; inhibition, % at 9 µM; AID 504423;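 active means highest replicate inhibition at or above 60% at 9 µM, even if other replicates fall short; inactive means all replicates below 60% inhibition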;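 further: 0% = neutral control wells and 100% = 4 µM acridine orange control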
DAGLB inhibitor: blocks human DAGLB lipase activity; Q8NCG7; HEK293T DAGLB membrane lysate, EnzChek fluorogenic substrate; inhibition, % at 5.17 µM; 340,000 compounds, 0.059% hits; AID 504411; in the data active means inhibition above about 34%;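 further: 0% = enzyme with vehicle and 100% = wells lacking enzyme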
V-ATPase pH: alters yeast V-ATPase proton transport; response, % at 10 µM; S. cerevisiae, pHLuorin cytosolic pH fluorescence; 350,000 compounds, 0.37% hits; in the data active means response mostly above about 7.3%, no sharp cut-off; inactive means mostly below about 5.4%; further: actives read high; inactives centre near 0; some compounds called inactive have numbers as strong as hits
CAL PDZ FP-2: inhibitors of human CAL PDZ peptide binding; Q9HD26; purified CAL PDZ, TMR-peptide fluorescence polarization, 1 h; inhibition, % at 24.9 µM; 300,000 compounds, 0.92% hits; AID 602252;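 active means mean inhibition of at least 30% with at least half of replicates also reaching 30%; inconclusive means no clear call, values can overlap the other calls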;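 further: 0% = DMSO neutral control and 100% = excess unlabeled competitor peptide PRC23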
Active calls of the source: *; ? = inconclusive; . = no result given. Not all compounds are listed; count on the stated rates, not on these rows.

SMILES	CAL PDZ FP-1	NSD2 inh	Arrestin-AP2 inh	DSG3 Ab inh	Keap1-Nrf2 PPI	RTF Ca sens inh	LANA DNA inh	DAGLB inhibitor	V-ATPase pH	CAL PDZ FP-2
COCc1nnc(NC(=O)CCc2ccc(OC)cc2)s1	-0.7	-1	-14	92	-1	-15	-0.5	0	-1	0
O=C(Nc1ccnn1C1CCN(C2CCCC2)CC1)c1ccccc1	-2.7	-2	-4	109	-5	-15	0.3	2	1	-1
CCNc1nc(NC(C)C)nc(OCCNS(=O)(=O)c2cc(C)ccc2C)n1	-0.5	0	3	110	-1	-4	-0.4	-2	0	-4
Cc1nc(C)n(CCNC(=O)c2ccco2)n1	-0.8	-1	34	123	-2	8	1.9	-2	0	-2
COc1ccc(N(CC(=O)N2CCN(c3ccccc3)CC2)S(=O)(=O)c2c(C)noc2C)cc1	-1.7	.	-3	107	-2	2	0.2	2	1	.
COc1cnc(N(C)C)nc1Sc1ccc(Cl)cc1	-2.1	0	0	90	2	2	1.5	0	2	7
COc1cccc(OCC(=O)NC2CCCCC2)c1	-1.4	2	-5	103	3	-3	-1.0	0	2	1
CC(OC(=O)c1ccccn1)C(=O)Nc1ccc2c(c1)OCCO2 (centres undefined)	0.6	0	25	95	4	1	-1.7	-1	-2	-2
C=CCOc1ccccc1CN1CCC(Oc2ccc(C(=O)N3CCCCC3)cc2)CC1	-2.3	3	-7	106	-4	-1	-0.6	1	-2	-2
O=C(c1cccs1)N1CC=C(c2ccccc2)CC1	-0.8	-4	6	110	-4	-10	-1.2	-9	-2	.
CCC(C)C(NC(=O)OCc1ccccc1)C(=O)NC(Cc1ccc(O)cc1)C(=O)OC (centres undefined)	-1.7	-1	10	.	-8	-3	0.0	2	-1	10
NNC(=O)COc1cccc(C(F)(F)F)c1	-3.2	-2	-21	111	1	-14	0.0	-2	12*	-3
O=C(Nc1cnc2ccccn2c1=O)c1ccc(Cl)cc1Cl	-0.9	-11	-13	102	-1	-10	1.3	0	-1	-38
C#CCN1C(=O)S/C(=C\c2ccc(-c3ccc(C(=O)O)cc3C)o2)C1=O	-2.9	12	-1	104	-8	0	17	4	-4	.
O=C(NCn1ccc(=O)[nH]c1=S)c1ccccc1	-0.8	-1	-7	.	4	-4	-0.8	-2	21	.
COc1ccccc1NS(=O)(=O)c1cc(NC(=O)C2CCCC2)ccc1N1CCOCC1	-1.3	-1	39	100	4	-2	-1.0	1	-2	-1
COc1ccc(N2C(=O)CC(N3CCN(c4cccc(Cl)c4)CC3)C2=O)cc1 (centres undefined)	0.0	-3	10	118	-5	-1	-2.0	1	3	0
OCCCNC(=S)NC1CCCC1	-2.4	0	-5	86	2	-7	0.2	0	-2	-2
COc1ccccc1NC(=O)c1nn(C)c(C(=O)Nc2ccccc2OC)c1[N+](=O)[O-]	-0.3	-1	21	94	5	-13	-2.5	0	1	6
COC(C[C@@H](O)C[C@@H](O)[C@@H](C)OCc1ccccc1)OC	-0.3	.	9	106	-2	-28	0.8	0	6	-2
CC(C)CNS(=O)(=O)c1ccc(S(=O)(=O)N2CCCN(Cc3ccccc3)C2)cc1	-1.9	-2	-5	99	-3	-4	-2.0	-1	2	.
CC1=NN(C(=O)c2nn(C)cc2Br)C(O)(C(F)(F)F)C1 (centres undefined)	-0.2	1	.	105	-1	2	2.6	1	-2	-9
CC1(C)CC(=O)C2=C(C1)Nc1ccccc1NC2c1cccc(F)c1 (centres undefined)	.	-1	-9	89	-3	0	5.4	2	-1	0
CC(C)(CO)NS(=O)(=O)c1ccc2c(c1)Cc1cc(S(=O)(=O)NC(C)(C)CO)ccc1-2	-0.9	1	-10	113	2	-11	0.1	2	1	.
CCCC(=O)Nc1c2c(nn1-c1ccc(OC)cc1)CS(=O)C2 (centres undefined)	-1.2	.	-2	100	0	-13	1.3	3	-1	-3
O=C(Nc1cccc(Cl)c1)ON=C1c2ccccc2-c2ccccc21	-3.8	.	-3	103	-4	0	-2.4	-3	2	-5
Cc1ccc(C)c(OCc2nnc(N)s2)c1	0.3	2	2	104	-1	1	0.1	-7	-8	-4
COc1ccc(CN(C)C(=O)C2CSC3(C)CCC(=O)N23)cc1OC (centres undefined)	0.2	17	-9	106	1	-11	-0.1	0	3	.
O=C(NCc1ccc2c(c1)OCO2)C1CCCN1C(=O)Nc1cccc(Cl)c1 (centres undefined)	-0.7	-1	12	.	2	4	0.2	-2	-2	-3
Cc1cc(C(=O)OCC(=O)Nc2cc(C)on2)c2ccccc2n1	-0.6	-2	-2	101	0	0	-1.5	0	8	1
CN(C)c1ccc(C=NNC(=O)c2cccnc2)cc1	-1.5	-2	-27	.	-4	-6	-1.6	1	-7	-1
CCN(Cc1ccccc1)C(=O)CCNS(=O)(=O)c1cc(Br)cnc1N	-2.0	4	41	96	-1	-6	-0.1	2	-5	-4
Cc1ccc(CCSc2ccc(C(C)C)cc2)cn1	0.7	0	12	84	-2	-8	0.2	-3	3	-2
Cc1ccc(S(=O)(=O)CCC(=O)OCC(=O)NCc2ccccc2)cc1	-2.6	0	-3	104	-8	-7	0.2	0	0	-2
O=[N+]([O-])c1ccc(N2CCN(S(=O)(=O)c3ccc(Cl)c(Cl)c3)CC2)cc1NCCN1CCOCC1	-1.4	-2	6	99	5	-2	-1.4	-3	1	-2
O=C(/C=C/c1ccc(F)cc1)OCC(=O)c1ccc[nH]1	1.1	-2	27	100	0	-9	-1.5	2	-5	.
CC(=O)N1CCc2cc(S(=O)(=O)CCC(=O)Nc3cccc(F)c3)ccc21	-1.5	-1	0	103	-4	-7	0.4	-1	2	1
O=C(N/N=C/c1ccc(Br)cc1)c1ccccc1-n1cccc1	-1.4	-1	-1	101	-5	4	-0.3	2	-1	.
CC(=O)N1CC(C(=O)Nc2ccc3c(c2)OCO3)Oc2ccccc21 (centres undefined)	-0.9	2	17	127	-4	-8	-2.3	1	-4	-5
Cc1ccc(C(=O)Nc2ncnc3sc4c(c23)CCCCC4)cc1	-4.5	25	23	103	-2	-1	-1.3	-13	1	-2
CC(C)(C)c1ccccc1OCCOCCSc1ncccn1	-0.2	-8	0	107	-3	-2	0.5	-13	-2	-2
Cc1cccc(N2CCCn3c2nc2c3c(=O)n(CCN3CCOCC3)c(=O)n2C)c1	0.3	0	-10	99	-1	-3	-1.1	0	2	3
O=C1Nc2ccccc2C(=O)C1(Cl)Cc1ccccc1 (centres undefined)	-0.8	4	13	99	-4	-2	0.8	-5	-3	-4
NS(=O)(=O)c1ccc(CCNC(=O)c2ccc(Cl)nc2)cc1	-1.7	0	3	101	-1	-4	-0.9	-3	0	-12
O=C1CCCN1CCC1CCN(C(=S)Nc2ccc(F)cc2)CC1	0.9	-3	14	103	-1	0	0.3	2	9	0
CCOC(=O)NC(=O)CN1C(=O)NC(C)(c2ccccc2)C1=O (centres undefined)	-1.0	-1	1	101	-3	11	-0.9	-2	3	-2
Cc1cccc(NC(=S)NC(=O)c2oc3ccccc3c2C)n1	0.0	3	-2	110	-5	-10	-1.5	0	10	-1
CCN(CCCNC(=O)CN1C(=O)COc2ccccc21)c1ccccc1	-0.8	-2	20	102	-1	-16	-0.5	4	1	-3
COc1ccc(Oc2coc3c(CN(C)C)c(O)ccc3c2=O)cc1	-3.3	-1	15	99	4	-7	-1.0	0	-2	-2
O=C(COC(=O)C1CCN(c2ccc(C(F)(F)F)cn2)CC1)NCc1ccc(F)cc1	-1.6	7	-10	99	3	-5	1.9	-3	1	-1

Single records (already shown).
Listed for NS(=O)(=O)c1ccc(CCNC(=O)c2ccc(Cl)nc2)cc1 = CAL PDZ FP-1 = -1.7; NSD2 inh = 0; Arrestin-AP2 inh = 3; DSG3 Ab inh = 101; Keap1-Nrf2 PPI = -1; RTF Ca sens inh = -4; LANA DNA inh = -0.9; DAGLB inhibitor = -3; V-ATPase pH = 0; CAL PDZ FP-2 = -12
Listed for O=C(COC(=O)C1CCN(c2ccc(C(F)(F)F)cn2)CC1)NCc1ccc(F)cc1 = CAL PDZ FP-1 = -1.6; NSD2 inh = 7; Arrestin-AP2 inh = -10; DSG3 Ab inh = 99; Keap1-Nrf2 PPI = 3; RTF Ca sens inh = -5; LANA DNA inh = 1.9; DAGLB inhibitor = -3; V-ATPase pH = 1; CAL PDZ FP-2 = -1

Next compounds follow:
SMILES	CAL PDZ FP-1	NSD2 inh	Arrestin-AP2 inh	DSG3 Ab inh	Keap1-Nrf2 PPI	RTF Ca sens inh	LANA DNA inh	DAGLB inhibitor	V-ATPase pH	CAL PDZ FP-2
CCOc1cccc(C(=O)NC(=S)Nc2cccc(C)c2)c1	-1.7	-2	-16	102	5	4	0.3	-25	1	-1
CCN(CC)CCCN=C1N[C@@H](c2cccc(F)c2)C(C(=O)OC)=C(C)N1Cc1ccccc1	-0.8	.	-10	108	-7	2	-0.5	-5	2	-2
CC(=O)N(Cc1cc(=O)[nH]c2ccccc12)c1cccc(C)c1	-1.6	-2	29	107	3	0	-0.8	2	0	-6
Cc1ccc(SCC(=O)OCC(=O)NC2CCCCCCC2)cc1	-1.3	2	-11	111	2	-11	0.9	-6	-1	-4
CC(=O)Nc1ccc(N2CCOCC2)c(Cl)c1	-1.6	-3	8	100	-5	1	0.1	1	10	-4
Cc1cc2c(NCCc3ccccc3)ncnc2s1	-2.8	-5	-9	249	?	-4	0.4	-2	2	-10
CC/C(=N\NC(=S)Nc1cccc(C)c1)c1ccccc1	-2.6	1	15	85	2	1	-0.7	-7	-2	-1
Cc1sc2ncnc(NCC(C)(C)N3CCOCC3)c2c1C	-1.7	1	2	99	2	-2	-0.5	0	1	3
COC(=O)c1sccc1NC(=O)Cn1nnc(-c2ccccc2C)n1	-1.7	-6	4	119	-3	-7	-0.3	-3	-1	3
CCn1c(SCC(=O)OC)nc2cc(S(=O)(=O)N3CCOCC3)ccc21	-1.3	2	1	106	-6	-14	-0.3	-1	5	-2
COc1ccc2c(c1)[C@H]1[C@H](CO2)[C@H](c2ccccc2)[C@]2(C)C(=O)N[C@H](C)C(=O)N12	1.0	.	-1	102	2	-10	1.9	1	0	0
CCOC(=O)c1cc2sc(C)cc2n1CC(=O)Nc1cccc(C)c1C	-1.4	.	2	99	3	-2	0.0	-4	-3	-1
Cc1ccc(C(=O)O/N=C(\N)Cc2cccc3ccccc23)cc1	-1.1	-5	5	112	-2	-9	-2.1	-14	-3	1
CC(=O)Nc1ccc(C(=O)NC(C)c2ccc(-n3ccnc3)cc2)cc1 (centres undefined)	-2.2	-1	-5	99	-1	-3	0.5	2	5	0
Cc1noc(C)c1C(=O)OCC(=O)Nc1c(F)cccc1F	-1.9	0	3	101	-4	12	-1.5	3	3	2

V-ATPase pH, what is marked active above
SMILES | CAL PDZ FP-1 | NSD2 inh | Arrestin-AP2 inh | DSG3 Ab inh | Keap1-Nrf2 PPI | LANA DNA inh | DAGLB inhibitor | V-ATPase pH | CAL PDZ FP-2
NNC(=O)COc1cccc(C(F)(F)F)c1 | -3.2 | -2 | -21 | 111 | 1 | 0.0 | -2 | 12* | -3
